Screening results deposited in PubChem BioAssay by National Center for Advancing Translational Sciences (NCATS).
KB-3-1 tox: kills parental KB-3-1 adenocarcinoma cells. KB-3-1 viability, CellTiter-Glo ATP luminescence, 72 h. Potency, µM (series often up to 46.1 µM), for the others: at the highest dose activity change, negative = cytotoxic, hits mostly cytotoxic. actives 1.4% (n = 400,000). AID 1347075; further: potency means the concentration at half of the fitted maximal effect; on the % scale 0 is the no-effect control and ±100 the full control effect; nearly all actives have a fitted effect of over 60% in size
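Cells are dispensed, compounds pinned in, plates held at 37 °C for 72 h, then CellTiter-Glo is added and luminescence read after 10 minutes. Cell line: parental KB-3-1 in phenol-red-free DMEM, 10% FBS.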
MCF10A rerep: DNA re-replication induction in MCF 10a cells | actives 2.9% (n = 350,000) | Potency, µM (top dose mostly 46.1 µM), without a hit: at the top dose activity, positive = re-replication, most hits filed as activators | MCF 10A DNA re-replication, Hoechst nuclear intensity, 48 h; further: potency means the concentration at half of the fitted maximal effect; % of control where 0% means no effect; nearly all actives have a fitted effect of over 50% in size
HT1080-NT tox: kills 2HG-producing HT-1080-NT fibrosarcoma cells | Potency, µM (doses to about 46.1 µM), for the others: at the top dose activity, negative = less viability, usual class: cytotoxic | HT-1080-NT fibrosarcoma viability, CellTiter-Glo ATP luminescence, 48 h | actives 1.6% (n = 360,000);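 further: NT is the 2HG producing partner of a matched IDH1 knockdown line; potency means the concentration at half of the fitted maximal effect; 0% = DMSO-treated cells and -100% = media-only wells without cells; nearly all actives have a fitted effect of over 55% in size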
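Compounds were tested in concentration-response format on HT-1080-NT cells for 48 hours at 37 degrees C. Cell viability came from CellTiter-Glo luminescence; curves were classified by r2, response magnitude and activity.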
ATXN2 expr inh: reduces ATXN2 reporter expression in HEK-293 cells; HEK-293 ATXN2-luciferase reporter, luminescence, 24 h; Potency, µM (titrated, usually from 57 µM), for the others: at the top dose activity change, negative = inhibition, usual class: inhibitors; AID 1745845; actives 0.72% (n = 360,000); further: potency means the concentration at half of the fitted maximal effect; on the % scale 0 is the no-effect control and ±100 the full control effect; nearly all actives have a fitted effect of over 55% in size
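ATXN2-luciferase reporter cells (luciferase flanked by upstream and downstream ATXN2 gene portions) were treated 24 h at 37 °C with compounds at up to 57 uM. SteadyGlo luminescence gave expression; GF-AFC fluorescence gave viability.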
HepG2 tox: counter-screen for TGF-b inhibitors: cytotoxicity in HepG2 cells. Potency, µM (doses to about 46.1 µM), for inactives: at the top dose activity change, negative = cytotoxicity, usual class: cytotoxic. HepG2 CAGA-GFP viability, ATP luminescence, 18 h. actives 0.76% (n = 410,000); further: potency means the concentration at half of the fitted maximal effect; some results filed as inactive show a strong effect at the top dose
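HepG2 CAGA-GFP cells (1000/well, DMEM with 1% FBS) received compound, then TGF-beta at 500 pg/mL final, and were incubated 18 hours at 37 degrees C. Viability was read by CellTiter-Glo luminescence. Media-only wells were set as complete cell-killing and DMSO as no toxicity.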
SW480 rereplic: induces DNA re-replication in SW480 colon adenocarcinoma cells | SW480 DNA re-replication, Hoechst DNA content imaging, 48 h | AID 624297 | actives 1.8% (n = 340,000) | Potency, µM (top dose mostly 46.1 µM), for the others: at the highest dose re-replication activation, most hits filed as activators; further: potency means the concentration at half of the fitted maximal effect; % of control where 0% means no effect; nearly all actives have a fitted effect of over 55% in size
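First, 250 cells per well were seeded. Next, compound or vehicle (23 nL) was pinned in, plates sat 48 hr at 37 C. Finally Hoechst was added for 40 min before fluorescence scanning.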
HT1080 IDH1KD tx: toxicity to HT-1080 IDH1 knockdown cells (counter line). HT-1080 IDH1 knockdown viability, ATP luminescence, 48 h. Potency, µM (highest dose often 46.1 µM), for inactives: at the top dose activity, negative = toxicity, actives largely listed as cytotoxic. actives 2% (n = 360,000). AID 686971;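 further: potency means the concentration at half of the fitted maximal effect; 0% = DMSO wells and -100% = cell-free medium wells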
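Assay cells: HT-1080 with IDH1 knockdown, 750 per well, RPMI/5% FBS. Exposure: 48 h at 37 °C following 2 h pre-incubation. Read: CellTiter-Glo luminescence; fitted concentration-response, curve class assigned.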
IL-1B inflam inh: blocks inflammasome-driven IL-1 beta release | THP-1 LPS/ATP IL-1B secretion, AlphaLISA, 16 h; hits give low values | activity change, % at 57.5 µM | actives 4.7% (n = 360,000) | AID 743279; in the data active means activity change below about -50%; inconclusive means mostly about -30% to -49%; further: on the % scale 0 is the no-effect control and ±100 the full control effect
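Secreted IL-1B measured by AlphaLISA bead assay after 16 h compound exposure of THP-1 cells; compounds (final up to 57.5 uM) added 1 h before LPS (250 ng/mL) and ATP (1.25 mM) stimulation; lower signal means less secretion.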
S2 tox: cell viability loss in ATXN counter-screen; S2 cells (HEK-293 line with an ATXN2-luciferase reporter) viability, CellTiter-Fluor protease fluorescence, 24 h; Potency, µM (top dose mostly 56.7 µM), actives largely listed as cytotoxic; actives 0.49% (n = 400,000); further: potency means the concentration at half of the fitted maximal effect; nearly all actives have a fitted effect of over 40% in size
The depositor's hits bear a star; & = joins results of further samples; [ ] = dose if it differs, or a comment. Unless noted, the call rests on the fitted dose curve; in most records, active means well fitted curve in the direction sought with a large enough effect; inconclusive means small, poorly fitted or top-dose-only effect, or another doubt; inactive means no such curve, though single readings can be large; an effect the other way counts as inactive or inconclusive.

Results for O=C(Nc1ccc(N2CCOCC2)c(Cl)c1)c1ccccc1F ?
KB-3-1 tox: 9%; MCF10A rerep: 0%; HT1080-NT tox: 8%; ATXN2 expr inh: 64%[activator]; HepG2 tox: -8%; SW480 rereplic: 12%; HT1080 IDH1KD tx: 5%; S2 tox: inactive

What do the screens show for `Cc1ccc(S(=O)(=O)N2CCCCC2C(=O)N(C)c2ccccc2)cc1` (configuration not stated)?
KB-3-1 tox: -5%; MCF10A rerep: -5%; HT1080-NT tox: -12%; ATXN2 expr inh: -14%; HepG2 tox: -4%; SW480 rereplic: 0%; HT1080 IDH1KD tx: 0%; IL-1B inflam inh: 24; S2 tox: inactive

What do the screens show for `COCCN(C(=O)COC(=O)CCS(=O)(=O)c1ccccc1)c1c(N)n(Cc2ccccc2)c(=O)[nH]c1=O`?
KB-3-1 tox: -1%; MCF10A rerep: 3%; HT1080-NT tox: 18%; ATXN2 expr inh: 22%; HepG2 tox: 1%; SW480 rereplic: -127%[inhibitor]; HT1080 IDH1KD tx: 13%; IL-1B inflam inh: 25; S2 tox: inactive

Results for CN1C(=O)/C(=C\c2ccc(N(C)C)cc2)OC1=S ?
KB-3-1 tox: 0%; MCF10A rerep: 28%; HT1080-NT tox: inconclusive; ATXN2 expr inh: 41%[activator]; HepG2 tox: -14%; SW480 rereplic: inconclusive; HT1080 IDH1KD tx: inconclusive; IL-1B inflam inh: -1

Results for C[C@@H]1CC[C@]2(O[C@H](CCO)C[C@@H](O)[C@@H]2O)O1 ?
KB-3-1 tox: 0%; MCF10A rerep: 7%; HT1080-NT tox: 7%; ATXN2 expr inh: 1%; HepG2 tox: 7%; SW480 rereplic: -9%; HT1080 IDH1KD tx: 9%; IL-1B inflam inh: -2; S2 tox: inactive

How did COC(=O)[C@@]12C[C@@H](CC(=O)N3CCOCC3)C(=O)N(Cc3ccccc3)C1=CCC(C)(C)C2 do in these assays?
KB-3-1 tox: 10%; HT1080-NT tox: 4%; HT1080 IDH1KD tx: 6%; IL-1B inflam inh: 23

How did COc1ccc(NS(=O)(=O)c2ccc(C)c(C(=O)N3CCN(Cc4cc(OC)ccc4OC)CC3)c2)cc1 do in these assays?
KB-3-1 tox: -2%; MCF10A rerep: -9%; HT1080-NT tox: -12%; ATXN2 expr inh: -3%; HepG2 tox: -11%; SW480 rereplic: -136%[inhibitor]; HT1080 IDH1KD tx: -11%; IL-1B inflam inh: -15; S2 tox: inactive

How did CSc1nc2cc(Oc3cccc(Cl)c3Cl)c(Cl)cc2[nH]1 do in these assays?
KB-3-1 tox: 0%; MCF10A rerep: 9.2µM*; HT1080-NT tox: 9.2µM*; ATXN2 expr inh: -32%; HepG2 tox: -38%; SW480 rereplic: 10%&7%; HT1080 IDH1KD tx: inconclusive; IL-1B inflam inh: 24; S2 tox: inconclusive

What do the screens show for `COc1ccc(-c2cc3nc4n(c(=O)c3s2)CCCCC4)cc1`?
KB-3-1 tox: inconclusive; MCF10A rerep: 3%; HT1080-NT tox: 14%; ATXN2 expr inh: 2%; HepG2 tox: -51%; SW480 rereplic: -2%; HT1080 IDH1KD tx: 9%; IL-1B inflam inh: inconclusive; S2 tox: inactive

Results for O=C(Oc1ccccc1C(=O)N1CCOCC1)c1ccccc1 ?
KB-3-1 tox: 4%; MCF10A rerep: -19%; HT1080-NT tox: 6%; ATXN2 expr inh: 9%; HepG2 tox: -15%; SW480 rereplic: -4%; HT1080 IDH1KD tx: 1%; IL-1B inflam inh: -11; S2 tox: inactive

Results for O=[N+]([O-])c1ccc(SCCc2ccncc2)cc1 ?
KB-3-1 tox: -3%&-7%; MCF10A rerep: inconclusive; HT1080-NT tox: 4%&11%; ATXN2 expr inh: -18%; HepG2 tox: -9%&-26%; SW480 rereplic: -17%&-1%; HT1080 IDH1KD tx: 2%&-9%; IL-1B inflam inh: -5; S2 tox: inactive

What do the screens show for `Cc1ccc(NC(=O)C2(c3ccccc3)CCOCC2)c([N+](=O)[O-])c1`?
KB-3-1 tox: 11%; MCF10A rerep: inconclusive; HT1080-NT tox: 11%; ATXN2 expr inh: 2%; HepG2 tox: -2%; SW480 rereplic: 2%; HT1080 IDH1KD tx: 8%; IL-1B inflam inh: 15; S2 tox: inactive

Results for CCOC(=O)/C=C1\SCC(=O)N1CC(=O)Nc1ccc(C(C)C)cc1 ?
KB-3-1 tox: -4%; MCF10A rerep: -5%; HT1080-NT tox: -6%; ATXN2 expr inh: 4%; HepG2 tox: -1%; SW480 rereplic: -2%; HT1080 IDH1KD tx: -2%; IL-1B inflam inh: -6; S2 tox: inactive

What do the screens show for `Cc1ccc(C(=O)NCCSc2ccccc2)cc1S(=O)(=O)Nc1ccccc1`?
KB-3-1 tox: -18%; MCF10A rerep: 4%; HT1080-NT tox: -14%; ATXN2 expr inh: -16%; HepG2 tox: -23%; SW480 rereplic: -11%; HT1080 IDH1KD tx: inconclusive; IL-1B inflam inh: inconclusive; S2 tox: inactive

Results for C[C@H]1CN([C@@H](C)CO)C(=O)CCCn2cc(nn2)CO[C@@H]1CN(C)S(=O)(=O)c1cccc(F)c1 ?
KB-3-1 tox: 0%; HT1080-NT tox: -3%; ATXN2 expr inh: 11%; HepG2 tox: 2%; HT1080 IDH1KD tx: 4%; IL-1B inflam inh: 35; S2 tox: inactive

What do the screens show for `Cc1ccc(N2C(=O)[C@@H]3C(C(=O)CCN4C(=O)c5ccccc5C4=O)=NN[C@@H]3C2=O)cc1`?
KB-3-1 tox: 0%; MCF10A rerep: 5%; HT1080-NT tox: 25%; ATXN2 expr inh: -11%; HepG2 tox: -11%; SW480 rereplic: inconclusive; HT1080 IDH1KD tx: 7%; IL-1B inflam inh: 0; S2 tox: inactive

How did Cc1ccc(NS(=O)(=O)c2ccc(C(=O)NCCCN3CCCC3=O)cc2)cc1 do in these assays?
KB-3-1 tox: -24%; MCF10A rerep: -3%; HT1080-NT tox: -4%; ATXN2 expr inh: -15%; HepG2 tox: -47%; SW480 rereplic: 1%; HT1080 IDH1KD tx: -12%; IL-1B inflam inh: 23; S2 tox: inactive

Results for CCCCN(CC)CCCNC(=O)c1cn(-c2ccc(OC)cc2)c(=O)c2ccccc12 ?
KB-3-1 tox: -7%; MCF10A rerep: 15%; HT1080-NT tox: -2%; HepG2 tox: -4%; SW480 rereplic: -10%; HT1080 IDH1KD tx: -2%; IL-1B inflam inh: -11; S2 tox: inconclusive

How did CN(C)c1nc(SCCOC(=O)c2ccccc2)nc(N(C)C)n1 do in these assays?
KB-3-1 tox: 5%; MCF10A rerep: 5%; HT1080-NT tox: 3%; ATXN2 expr inh: 0%; HepG2 tox: 4%; SW480 rereplic: 5%; HT1080 IDH1KD tx: 7%; IL-1B inflam inh: 14; S2 tox: inconclusive

How did Cc1ccc(-c2nc3ccc(C)cn3c2CC2CCCCC2)cc1 do in these assays?
KB-3-1 tox: inconclusive; HT1080-NT tox: -3%; ATXN2 expr inh: 34%[activator]; HT1080 IDH1KD tx: -6%; IL-1B inflam inh: 18; S2 tox: inactive

How did O=C1c2ccccc2C(=O)N1Cc1nc(-c2ccccn2)no1 do in these assays?
KB-3-1 tox: -6%; MCF10A rerep: -3%; HT1080-NT tox: 4%; ATXN2 expr inh: 39%[activator]; HepG2 tox: 3%; SW480 rereplic: 5%; HT1080 IDH1KD tx: 8%; IL-1B inflam inh: 4; S2 tox: inactive

Results for COc1cc2c(cc1OC)C(C)N(C(=S)Nc1ccccc1)CC2 (configuration not stated) ?
KB-3-1 tox: 6%; MCF10A rerep: -4%; HT1080-NT tox: 29%; ATXN2 expr inh: 12%; HepG2 tox: -1%; SW480 rereplic: 1%; HT1080 IDH1KD tx: 3%; IL-1B inflam inh: -19; S2 tox: inactive

Results for Cn1ncc2c(Nc3ccc([N+](=O)[O-])cc3)nc(Cl)nc21 ?
KB-3-1 tox: -22%; MCF10A rerep: 1%; HT1080-NT tox: 3%; HepG2 tox: 1%; SW480 rereplic: -2%; HT1080 IDH1KD tx: -4%; IL-1B inflam inh: -17; S2 tox: inactive

How did O=C(Nc1ccc(Cl)cc1)N1CCC(c2nc(-c3cccs3)no2)CC1 do in these assays?
KB-3-1 tox: -12%; MCF10A rerep: inconclusive; HT1080-NT tox: inconclusive; ATXN2 expr inh: -12%; HepG2 tox: -37%; SW480 rereplic: inconclusive; HT1080 IDH1KD tx: inconclusive; IL-1B inflam inh: -5; S2 tox: inactive

Results for COc1ccc(CCNC(=O)c2ccc(NC3=NC4CS(=O)(=O)CC4S3)cc2)cc1OC (configuration not stated) ?
KB-3-1 tox: inconclusive; MCF10A rerep: -2%; HT1080-NT tox: 13%; ATXN2 expr inh: 14%; HepG2 tox: 6%; SW480 rereplic: -29%; HT1080 IDH1KD tx: 10%; IL-1B inflam inh: 0; S2 tox: inactive

What do the screens show for `O=C(Nc1sc2c(c1C(=O)NCCCO)CCCC2)c1ccccc1`?
KB-3-1 tox: 23%; MCF10A rerep: -1%; HT1080-NT tox: -5%; ATXN2 expr inh: -19%; HepG2 tox: -2%; SW480 rereplic: -5%; HT1080 IDH1KD tx: -13%; IL-1B inflam inh: -69*; S2 tox: inactive

How did Cc1cc(NC(=O)CCC(=O)N(Cc2cccnc2)C(C(=O)NC(C)(C)C)c2ccccc2Cl)no1 (configuration not stated) do in these assays?
KB-3-1 tox: -1%; MCF10A rerep: 0%; HT1080-NT tox: -1%; ATXN2 expr inh: 1%; HepG2 tox: -1%; SW480 rereplic: -5%; HT1080 IDH1KD tx: 0%; IL-1B inflam inh: -1; S2 tox: inactive
